Screens (PubChem BioAssay)
TEAD-YAP inh: TEAD-YAP interaction inhibition | HEK-TIYL cells, TEAD-Gal4/YAP UAS-luciferase luminescence | hit rate 1.4% among 640,000 | inhibition, % at 9.12 µM; in the data active = inhibition above about 32%;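 also: 0% = median of test compound wells and 100% = reference inhibitor wells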
GPR151 ag: activates the human receptor GPR151. AID 1508602. hit rate 1% among 650,000. PathHunter beta-arrestin GPR151 cells, luminescence. activation, % at 11.2 µM; in the data active = activation above about 4.9%;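 also: 0% = median of compound wells and 100% = cells with positive control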
Target sequence (Q8TDV0 whole entry, looked up): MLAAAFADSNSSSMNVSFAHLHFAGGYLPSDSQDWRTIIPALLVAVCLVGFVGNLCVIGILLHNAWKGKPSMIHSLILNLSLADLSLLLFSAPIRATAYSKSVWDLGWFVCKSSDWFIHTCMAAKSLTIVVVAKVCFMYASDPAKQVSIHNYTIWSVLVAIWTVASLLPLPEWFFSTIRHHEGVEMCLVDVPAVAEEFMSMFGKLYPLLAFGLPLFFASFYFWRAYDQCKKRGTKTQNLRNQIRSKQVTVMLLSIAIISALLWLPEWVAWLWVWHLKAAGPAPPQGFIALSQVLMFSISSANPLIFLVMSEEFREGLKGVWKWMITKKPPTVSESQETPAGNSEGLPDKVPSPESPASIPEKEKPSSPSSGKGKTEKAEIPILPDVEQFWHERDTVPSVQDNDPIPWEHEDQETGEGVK
FBW7 act: activators of human E3 ligase FBW7; hit rate 0.13% among 650,000; AlphaScreen FBW7–phospho-cyclin E peptide binding, activator screen; normalized activity (activation), % at 26.1 µM; Q969H0; in the data active = normalized activity above about 1.9%;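 also: purified mutant Fbw7 with reduced substrate affinity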
MITF primary: human MITF inhibition, primary screen | inhibition, % at 2.6 µM | AlphaScreen MITF homodimerization, bead proximity signal | O75030 | hit rate 0.91% among 650,000; in the data active = inhibition above about 50%;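 also: 0% = vehicle wells with protein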
Target sequence (O75030 whole entry, looked up): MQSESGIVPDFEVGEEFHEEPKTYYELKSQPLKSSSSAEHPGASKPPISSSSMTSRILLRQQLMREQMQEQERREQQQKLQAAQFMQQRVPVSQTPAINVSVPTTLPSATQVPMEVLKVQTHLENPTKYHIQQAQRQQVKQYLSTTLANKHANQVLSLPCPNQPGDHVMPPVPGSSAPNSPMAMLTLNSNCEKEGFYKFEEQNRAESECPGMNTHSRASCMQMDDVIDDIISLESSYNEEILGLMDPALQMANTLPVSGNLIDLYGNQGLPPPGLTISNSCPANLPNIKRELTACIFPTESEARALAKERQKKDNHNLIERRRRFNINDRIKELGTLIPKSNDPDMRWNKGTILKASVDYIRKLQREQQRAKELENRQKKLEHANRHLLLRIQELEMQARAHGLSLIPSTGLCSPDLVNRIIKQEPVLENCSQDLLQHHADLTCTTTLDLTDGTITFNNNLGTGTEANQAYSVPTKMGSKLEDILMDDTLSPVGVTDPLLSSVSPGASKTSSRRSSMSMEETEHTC
* marks the source's active call; other numbers are inactive results; & = joins results of further samples.

(1) Cc1ccc(S(=O)(=O)NCC2CCN(Cc3ccccc3)CC2)s1
(2) O=C1NC(=O)/C(=C/c2ccc(-c3cccc(Cl)c3Cl)o2)N1
(3) C=CCSc1nnc2c(n1)OC(/C=C/c1ccco1)Nc1ccc(Br)cc1-2 (configuration not stated)
(4) Cc1cccc(Oc2cc([N+](=O)[O-])cc3c2C(=O)Nc2ccccc2O3)c1
(5) CN(c1ccccc1)S(=O)(=O)c1nnc(NC(=O)c2ccccc2F)s1
screen / no. | 1 | 2 | 3 | 4 | 5
TEAD-YAP inh | -11 | -4 | 2 | -12 | 6
GPR151 ag | -0.5 | -0.4 | -0.7 | 2.1 | 10*
FBW7 act | 0.4 | -0.2 | 0.0 | 0.0 | 0.2
MITF primary | 4 | -21 | -7 | -1 | 9

(6) O=C(CCl)Nc1nc(-c2ccccc2)cs1
(7) CC(=O)c1cccc(-c2nc3c(NCCN(C(C)C)C(C)C)ncnc3n2C(C)C)c1
(8) COc1cc(NC(=O)c2onc(C)c2Cl)c(OC)cc1Cl
(9) Fc1ccccc1Cn1cc(-c2nc(-c3ccccc3)c(-c3ccccc3)[nH]2)c2ccccc21
(10) Cc1nc2c(C(=O)NCCc3ccccc3)c[nH]n2c(=O)c1Cc1ccccc1F
screen / no. | 6 | 7 | 8 | 9 | 10
TEAD-YAP inh | -23 | 4 | 12 | -6 | 5
GPR151 ag | -0.1 | 0.7 | -0.4 | -0.3 | -0.4
FBW7 act | 0.1 | -0.1 | 0.2 | -0.1 | 0.3
MITF primary | 26 | 1 | 4 | 3 | -10

(11) O=c1nc(NCc2ccccc2Cl)cn[nH]1
(12) COc1ccc(NC(=O)c2ccc3c(=O)n(Cc4cccc(Br)c4)c(=S)[nH]c3c2)cc1OC
(13) CCN1CCN(C(c2ccccc2)c2nnnn2Cc2ccccc2)CC1 (configuration not stated)
(14) Clc1ccc(CN2CCc3nnc(-c4ccccc4)n3CC2)cc1
(15) CCOc1ccc(OCCO/N=C/c2ccc(OCC)c(OC)c2)cc1
screen / no. | 11 | 12 | 13 | 14 | 15
TEAD-YAP inh | 3 | 2 | -1 | 5 | 1
GPR151 ag | -2.2 | -0.5 | -1.5 | 3.2 | -0.2
FBW7 act | 0.7 | 0.0 | -0.1 | -0.1 | 0.0
MITF primary | 12 | 2 | -2 | -4 | -2

(16) Cc1cc(=O)n2c(nc3ccccc32)[nH]1
(17) CC1=Nc2cc(C(=O)NCc3cccnc3)ccc2Sc2ccccc21
(18) Cn1c(Nc2cc(C(=O)NCc3ccccc3)ccn2)nc2ccccc21
(19) COc1cccc(Cn2cc3c(-c4ccc(OC)c(OC)c4)nnc-3c3cc4c(cc32)OCCO4)c1
(20) CCCNC(=S)N1CCC(NC(=O)c2ccc(C)cc2)CC1
screen / no. | 16 | 17 | 18 | 19 | 20
TEAD-YAP inh | -2&-2 | 29 | 9 | 6 | 2
GPR151 ag | -0.4&-0.7 | 0.9 | 3.8 | 1.2 | 1.5
FBW7 act | -0.1&-0.1 | -0.2 | 1.1 | 0.0 | -0.1
MITF primary | 0&-2 | 9 | -8 | -4 | -2

(21) CC1=C(C#N)C(Nc2nc3ccccc3s2)(C(F)(F)F)C(=O)N1 (configuration not stated)
(22) Cc1c(C(=O)NC(=S)Nc2ccc(Cl)c(-c3nc4ccccc4s3)c2)oc2ccccc12
(23) O=C(COc1ccccc1C(=O)Nc1ccccc1)Nc1ccc([N+](=O)[O-])cc1
(24) COC(=O)C(C)ON1C(=O)c2ccccc2C1=O (configuration not stated)
(25) COCCCNC(=O)Cn1ncc2c(C)n(Cc3ccccc3)c(C)c2c1=O
screen / no. | 21 | 22 | 23 | 24 | 25
TEAD-YAP inh | 5 | -5 | 10 | -6 | 0
GPR151 ag | 0.2 | 1.0 | -0.1 | 1.6 | -0.4
FBW7 act | 0.1 | -0.1 | 0.3 | -0.1 | -0.2
MITF primary | 11 | -3 | 8 | -7 | 8

Among those listed so far, these contain bromine.
(3) C=CCSc1nnc2c(n1)OC(/C=C/c1ccco1)Nc1ccc(Br)cc1-2 (configuration not stated)
(12) COc1ccc(NC(=O)c2ccc3c(=O)n(Cc4cccc(Br)c4)c(=S)[nH]c3c2)cc1OC
screen / no. | 3 | 12
TEAD-YAP inh | 2 | 2
GPR151 ag | -0.7 | -0.5
FBW7 act | 0.0 | 0.0
MITF primary | -7 | 2

Further results follow:
(26) COC(=O)c1c(NC(=O)C(=O)NCc2ccccc2)sc2c1CCCC2
(27) COc1ccccc1C(=O)N1CCN2C(=O)[C@H](C)N(C)C(=O)[C@H]2C1
(28) CN(CC(=O)NC1CCCCCC1)S(=O)(=O)c1ccc(Br)cc1
(29) Cc1sc(Nc2ccccc2)nc1-c1cc2ccccc2oc1=O
(30) CCc1ccc(NC(=O)c2cc3c(CO)cnc(C)c3oc2=O)cc1
screen / no. | 26 | 27 | 28 | 29 | 30
TEAD-YAP inh | 7 | 1 | -1 | -82 | 5
GPR151 ag | 0.4 | -0.3 | 1.0 | -2.3 | 0.8
FBW7 act | -0.1 | -0.2 | -0.1 | 0.2 | 0.1
MITF primary | -6 | -10 | 0 | 15 | 4

Complete entries as entered above. Screens in order: TEAD-YAP inh, GPR151 ag, FBW7 act, MITF primary
COc1ccccc1C(=O)N1CCN2C(=O)[C@H](C)N(C)C(=O)[C@H]2C1 is listed with 1, -0.3, -0.2, -10
COC(=O)c1c(NC(=O)C(=O)NCc2ccccc2)sc2c1CCCC2 is listed with 7, 0.4, -0.1, -6

More compounds:
(31) COc1cccc(C(=O)/C=C\Nc2ccc(S(=O)(=O)Nc3ncccn3)cc2)c1
(32) CCn1c(N2CCC(C)CC2)nc2c1c(=O)n(C)c(=O)n2C
(33) Cc1cc(C(=O)NC(C)C23CC4CC(CC(C4)C2)C3)c(C)o1 (configuration not stated)
(34) COC(=O)C1=C(C)OC(N)=C(C#N)C1c1c(F)cccc1Cl (configuration not stated)
(35) CCOc1ccc(NC(=O)C(=O)N/N=C/c2ccc(Cl)cc2)cc1
screen / no. | 31 | 32 | 33 | 34 | 35
TEAD-YAP inh | -22 | 15 | 10 | 7 | 0
GPR151 ag | -0.7 | -0.3 | -1.6 | 0.0 | 0.5
FBW7 act | -0.2 | -0.2 | 0.0 | -0.1 | 0.1
MITF primary | 0 | 2 | -7 | -14 | 10

(36) O/N=C(/c1ccc2c(c1)OCO2)N1CCCCC1
(37) Cc1ccc(NC(=O)N2CCCC2C(=O)NCc2ccccc2Cl)cc1 (configuration not stated)
(38) N#Cc1c(N)nc2c(c1-c1ccc3c(c1)OCO3)CCCC2
(39) CC(=O)N(Cc1ccco1)c1nc(-c2ccc(C)cc2)cs1
(40) CSc1nc2c(sc(=S)n2-c2ccccc2C)c(=O)n1-c1ccccc1C
screen / no. | 36 | 37 | 38 | 39 | 40
TEAD-YAP inh | -4 | -6 | -18 | -17 | 3
GPR151 ag | 0.1 | -0.8 | 0.0 | -0.2 | 1.0
FBW7 act | 0.2 | 0.1 | 0.7 | -0.3 | 0.2
MITF primary | 30 | 17 | -7 | -11 | 16

Going on with the list.
The line under a structure holds: TEAD-YAP inh	GPR151 ag	FBW7 act	MITF primary
41: CC(C)(C)n1nc2c(c1NC(=O)c1ccc(-c3ccccc3)cc1)CS(=O)(=O)C2
    0	2.5	0.0	-1
42: NCC(c1cccs1)c1c[nH]c2ccccc12 (configuration not stated)
    -8	0.3	0.4	12
43: Cn1[nH]c(=O)c2c(-c3ccccc3)c3c(=O)[nH]n(C)c3nc21
    -4	2.2	-0.2	-2
44: Cc1ncn(-c2ccc(Nc3nccc(-c4ccc(N5CCC(O)(Cc6ccccc6)CC5)c(C#N)c4)n3)cc2)n1
    4	0.7	-0.2	9
45: O=C(c1cc(-c2ccc(Cl)c(Cl)c2)nc2ccccc12)N1CCN(c2ccc(F)cc2)CC1
    -2	0.4	0.0	-10
46: CC(=O)c1ccc(N2CCN(CC(=O)Nc3cccc4nsnc34)CC2)cc1
    13	-0.2	0.2	10
47: CCNC(=O)C(C)Oc1ccc(Cl)cc1Cl (configuration not stated)
    3	-0.3	0.0	9
48: CC(C)NC(=S)N/N=C/c1cc(Br)ccc1O
    -7	0.5	-0.8	13
49: O=C1CSC(c2ccc(Br)cc2)N1c1ccc(F)cc1 (configuration not stated)
    -7	0.6	-0.3	11
50: COc1cccc(-n2c(COc3ccccc3C)nnc2SCC(=O)O)c1
    9	-0.7	0.2	8
51: O=C(CCc1ccccc1)NNC(=O)C12CC3CC(CC(C3)C1)C2
    1	0.5	1.1	9
52: CCOC(=O)C1=C(C)N=c2s/c(=C/c3cccnc3)c(=O)n2C1c1cc(OC)ccc1OC (configuration not stated)
    6	0.9	-0.1	-5
53: CCOC(=O)C1=C(C)N(c2ccc(Br)cc2)C(=O)/C1=C\c1cccc(Br)c1
    -6	0.2	0.3	-15
54: CCOc1cccc2sc(NC(=O)c3ccc(OC(C)C)cc3)nc12
    8	-0.3	-0.2	-14
55: CN1C(=O)S/C(=C\c2ccc(OCC(=O)O)c(I)c2)C1=O
    -5	0.0	-0.1	-2
56: N#CC1=C(N)Oc2n[nH]c(-c3cccc([N+](=O)[O-])c3)c2C1c1ccc(O)cc1 (configuration not stated)
    2	-0.9	-0.1	-7
57: O=C(NC1CCCC1)c1cc(-c2ccc(F)cc2)no1
    -75	0.8	0.1	-10
58: Fc1ccc(-c2[nH]ncc2CCN2CCOCC2)cc1
    10	9.9*	-0.1	0
59: N#C/C(=C/c1cccc2ccccc12)c1nc(-c2ccc(Cl)cc2)cs1
    23	1.7	-0.1	8
60: COc1cccn2c(C(=O)N3CCC4(CC3)OCCO4)c(C(F)(F)F)nc12
    0	-0.1	-0.2	9
61: Cc1c(C#N)c(NC(=O)COC(=O)c2cc3ccccc3cc2O)n(Cc2ccco2)c1C
    -2	1.9	-0.2	4
62: CCOc1ccc(C(=O)NC(=S)Nc2nnn(C)n2)cc1[N+](=O)[O-]
    11	0.3	-0.4	-2
63: CCC(CO)NCc1cc(Cl)ccc1OC (configuration not stated)
    12	-0.9	0.0	-2
64: Cc1nn(CCCC(=O)NCc2cccs2)c(C)c1[N+](=O)[O-]
    7	0.2	-0.1	12
65: COC(=O)C1(OC)C(C(=O)c2ccc(Cl)cc2)=C(OC(c2ccccc2)c2ccccc2)C(=O)N1c1ccccc1 (configuration not stated)
    -14	-1.0	0.0	4
66: O=C(CSc1ccc2nnc(-c3ccccc3)n2n1)NC1CCCC1
    6	-0.4	0.9	10
67: CCc1ccccc1NC(=O)c1csc2nc(-c3ccc(OC)cc3)cn12
    -3	0.1	-0.2	-6
68: O=C(CCS(=O)(=O)c1ccc2c(c1)OCC(=O)N2)Nc1cccc(F)c1
    2	-0.6	0.1	7
69: COc1cccc(CN2C(=O)NC(C)(C3CCN(C(=O)CSC)CC3)C2=O)c1OC (configuration not stated)
    -23	0.7	0.2	-2
70: Cc1ccc(C)n1-n1c(C)nc2scc(-c3ccc(F)cc3)c2c1=O
    7	-0.2	-0.2	10
71: NC(=S)N/N=C/c1ccc(-c2cccc(Cl)c2)o1
    -23	-0.2	-0.1	3
72: Cn1cnnc1SC/C(=N\O)c1ccc(Cl)cc1
    1	3.2	0.0	11
73: Cc1cccc(NC(=O)c2cc(S(=O)(=O)NCc3ccccc3Cl)ccc2F)c1C
    6	-0.9	0.2	13
74: O=C(CCN1C(=O)C2C3CCC(C3)C2C1=O)Nc1cc(C(F)(F)F)ccc1Cl (configuration not stated)
    3	-0.5	-0.1	-10
75: Cc1c(Cl)cccc1NC(=O)c1ccccc1C(=O)O
    8	1.4	0.1	13
76: CCN(CC)C(=O)C(=O)Nc1cccc(SC)c1
    -21	-0.6	0.2	8
77: COc1ccc(C)cc1S(=O)(=O)Nc1cc(-n2c(C)nc3ccccc3c2=O)ccc1F
    4	-0.8	0.0	-12
78: Cc1ccc(Oc2cc([N+](=O)[O-])cc3c2C=Cc2ccccc2O3)cc1
    8	-0.4	0.1	14
79: CCNC(=S)NC(=NCCc1ccc(OC)cc1)Nc1nc(C)cc(C)n1
    0	0.5	1.1	7
80: O=[N+]([O-])c1cc(S(=O)(=O)N2CCCCC2)ccc1-n1nnc2ccccc21
    -5	2.6	0.1	17
81: Cc1ccc(C)c(NC(=O)CCn2cccc2)c1
    -4	0.2	-0.4	7
82: CCOc1ccc(-c2nc(SCc3cccnc3)c3c(=O)n(C)c(=O)n(C)c3n2)cc1
    8	-0.1	0.1	2
83: Cc1occc1-c1n[nH]c(=S)n1-c1ccccc1
    -1	0.2	-0.2	-5
84: CCOc1ccc(NC(=O)CN2CCN(CC(=O)Nc3ccc(OC)cc3OC)CC2)cc1
    18	2.0	-0.1	10
85: O=C(CSCc1ccccc1Cl)Nc1ccc(F)cc1
    -48	-0.1	-0.1	-9
86: Cc1sc2nc(C3CC3)n3c(=O)[nH]nc3c2c1C
    6	1.6	-0.1	9
87: Cc1noc(C)c1S(=O)(=O)N1CCCC(C(=O)N2CCN(c3ccccn3)CC2)C1 (configuration not stated)
    -10	0.7	-0.1	-5
88: O=C(NC(c1ccccc1)c1cc(Cl)c2cccnc2c1O)c1cccnc1 (configuration not stated)
    4	0.0	-0.1	-4
89: Cc1[nH]nc(SCC(=O)O)c1[N+](=O)[O-]
    9	-2.9	0.3	14
90: CCOc1ccccc1N1C(=O)NC2CC1(C)Oc1ccc(Br)cc12 (configuration not stated)
    -2	0.3	3.3*	-21
91: OCc1ccccc1CN1CCOCC1
    -2	0.5	0.0	-15
92: Cc1ccccc1-n1nc2c(c1NC(=O)c1c(F)cccc1Cl)CSC2
    15	0.1	0.2	14
93: COCCNC(=O)COc1ccc([N+](=O)[O-])cc1
    2	0.0	0.3	5

2 records drawn at random from the list so far:
The line under a structure holds: TEAD-YAP inh	GPR151 ag	FBW7 act	MITF primary
89: Cc1[nH]nc(SCC(=O)O)c1[N+](=O)[O-]
    9	-2.9	0.3	14
93: COCCNC(=O)COc1ccc([N+](=O)[O-])cc1
    2	0.0	0.3	5
